Source: PubChem
D2 antagonist: HTS Assay for Allosteric Antagonists of the Human D2 Dopamine Receptor: Primary Screen for Antagonists; HEK293 TREx D2 cells, calcium flux, dopamine EC80; hit rate 2% among 340,000; AID 485344, 2010; inhibition, % at 10 µM; D(2) dopamine receptor (Homo sapiens), P14416; in the data active = inhibition above about 30%; also: 0% is about no effect
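Measurement of antagonist activity uses fluorescent calcium dye in inducible HEK293 T-REx D2 cells: 10 s baseline, compound addition with 180 s read, EC80 dopamine addition with a further 180 s read.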
TRHR ag: qHTS for Small Molecule Agonists and Allosteric Enhancers of Human TRH Receptor: Primary Screen for Agonists. TRHR cells, calcium flux fluo-8, FDSS agonist mode. activation, % at 2 µM. hit rate 0.18% among 360,000. AID 493084, 2011; in the data active = activation above about 30%; also: 0% is about no effect
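In this calcium-flux screen, cells bearing human TRHR are dye-loaded with fluo-8, baselined for 10 cycles, then exposed to library compounds; positive kinetic calcium responses during the agonist phase mark hits, with TRH as control.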
TrxR1 inh: qHTS Assay for Inhibitors of Mammalian Selenoprotein Thioredoxin Reductase 1 (TrxR1): qHTS. Potency, µM (titrated, usually from 114 µM), inactives show top-dose activity change, negative = inhibition, actives largely listed as inhibitors. AID 588453, 2011. recombinant rTrxR1, NADPH fluorescence consumption, selenite substrate. hit rate 1% among 390,000; also: potency is read from the fitted curve at half-maximal effect; % is scaled to controls: 0 for no effect and ±100 for the full control effect; nearly all actives have a fitted effect of over 65% in size
Target sequence (O89049 whole entry, looked up): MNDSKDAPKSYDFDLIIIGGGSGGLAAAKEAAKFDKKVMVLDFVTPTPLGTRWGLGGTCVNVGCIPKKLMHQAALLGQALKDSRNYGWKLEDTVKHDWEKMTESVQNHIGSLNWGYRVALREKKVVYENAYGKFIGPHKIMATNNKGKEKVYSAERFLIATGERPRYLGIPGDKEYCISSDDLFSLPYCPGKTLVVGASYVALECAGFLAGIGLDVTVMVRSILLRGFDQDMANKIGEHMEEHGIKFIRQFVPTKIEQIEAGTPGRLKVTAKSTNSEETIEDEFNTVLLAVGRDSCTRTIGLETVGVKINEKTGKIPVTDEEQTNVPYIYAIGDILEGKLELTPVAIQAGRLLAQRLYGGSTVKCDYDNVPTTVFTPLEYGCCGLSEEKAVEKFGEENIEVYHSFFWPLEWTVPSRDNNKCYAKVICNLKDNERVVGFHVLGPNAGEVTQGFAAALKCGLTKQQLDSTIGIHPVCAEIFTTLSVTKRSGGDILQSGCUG
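Rat TrxR1 (90 nM in the dispensed reagent) was pre-reduced with 400 uM NADPH for 5 min at room temperature, then incubated with compound for 15 min. After 400 uM selenite was added, NADPH fluorescence (Ex 340/Em 450 nm) was followed for 8 min.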
mIDH1 inhibitor: qHTS for Inhibitors of mutant isocitrate dehydrogenase 1 (IDH1): qHTS. Isocitrate dehydrogenase [NADP] cytoplasmic (Homo sapiens), O75874. IDH1-R132H enzyme, NADPH consumption, diaphorase/resazurin fluorescence. Potency, µM (titrated, usually from 76.6 µM), for inactives: top-dose activity change, negative = inhibition, usual class: inhibitors. hit rate 0.093% among 390,000. AID 602179, 2012; also: potency is read from the fitted curve at half-maximal effect; % is scaled to controls: 0 for no effect and ±100 for the full control effect; nearly all actives have a fitted effect of over 65% in size
Target sequence (O75874 whole entry R132H, stated change not applied): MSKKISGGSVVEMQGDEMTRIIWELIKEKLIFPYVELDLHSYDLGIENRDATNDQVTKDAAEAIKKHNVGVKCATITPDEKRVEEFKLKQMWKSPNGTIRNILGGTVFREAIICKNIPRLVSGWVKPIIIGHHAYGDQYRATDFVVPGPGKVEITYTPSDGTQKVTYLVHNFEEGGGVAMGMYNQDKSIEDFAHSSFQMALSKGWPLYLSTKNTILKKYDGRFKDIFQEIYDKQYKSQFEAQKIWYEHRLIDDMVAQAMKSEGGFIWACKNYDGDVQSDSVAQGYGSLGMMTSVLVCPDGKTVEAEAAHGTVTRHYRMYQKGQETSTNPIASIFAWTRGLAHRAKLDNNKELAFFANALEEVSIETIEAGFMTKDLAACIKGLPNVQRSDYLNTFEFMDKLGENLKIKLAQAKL
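IDH1-R132H (0.5 ug/mL dispensed) in pH 7.5 Tris buffer was preincubated 30 min with compound, then given a substrate mix of 0.016 mM NADPH and 2 mM alpha-KG for 80 min at room temperature; remaining NADPH was read by diaphorase/resazurin fluorescence.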
TRHR enhancer: qHTS for Small Molecule Agonists and Allosteric Enhancers of Human TRH Receptor: Primary Screen for Enhancers | Thyrotropin-releasing hormone receptor (Homo sapiens), P34981 | TRHR cells, fluo-8 calcium fluorescence, EC20 TRH enhancement | enhancement, % at 2 µM | hit rate 0.66% among 360,000 | AID 493056, 2011; in the data active = enhancement above about 30%; also: 0% is about no effect
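Enhancer read-out: after compound pinning and an initial kinetic agonist-mode read, an EC20 of TRH (10 nM final) was injected and fluo-8 calcium signal (Ex 480/Em 530) followed at 1 s/cycle for 100 cycles in TRHR-expressing cells.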
TrxR1 substrate: qHTS Assay for Substrates of Mammalian Selenoprotein Thioredoxin Reductase 1 (TrxR1): qHTS | Thioredoxin reductase 1, cytoplasmic (Rattus norvegicus), O89049 | AID 588456, 2011 | hit rate 0.01% among 390,000 | Potency, µM (top dose mostly 114 µM), for inactives: at the top dose activity change, negative = substrate turnover | purified TrxR1 substrate turnover, NADPH consumption readout; also: potency is read from the fitted curve at half-maximal effect; % is scaled to controls: 0 for no effect and ±100 for the full control effect; nearly all actives have a fitted effect of over 50% in size
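Rat TrxR1, dispensed at 90 nM, was prereduced with 400 uM NADPH (final) for 5 min at ~22 deg C, then incubated with compound 15 min before 400 uM selenite. A first-read NADPH fluorescence drop versus no-compound background flagged substrates.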
Pin1 inhibitor: qHTS Assay to Find Inhibitors of Pin1. Peptidyl-prolyl cis-trans isomerase NIMA-interacting 1 (Homo sapiens), Q13526. Pin1 FP peptide displacement, HiFluor488, 10 min. Potency, µM (doses to about 115 µM), inactives show at the highest dose activity, negative = inhibition, most hits filed as inhibitors. hit rate 0.009% among 390,000; active = well fitted inhibition curve with a large enough effect in the polarisation, with a control signal flat, not every such curve was filed as active; inconclusive = small, poorly fitted or top-dose-only effect, or effect the other way, or a change in a side signal; inactive = no such curve, though single readings can be large or run the other way; the % refers to the polarisation; also: potency is read from the fitted curve at half-maximal effect; % is scaled to controls: 0 for no effect and ±100 for the full control effect
Target sequence (Q13526 whole entry, looked up): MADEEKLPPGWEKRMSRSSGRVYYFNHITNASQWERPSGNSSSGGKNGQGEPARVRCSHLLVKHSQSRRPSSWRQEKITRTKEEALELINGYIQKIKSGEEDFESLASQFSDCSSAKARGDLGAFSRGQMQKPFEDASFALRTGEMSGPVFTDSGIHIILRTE
USP1 inh: Inhibitors of USP1/UAF1: Primary Screen; recombinant USP1/UAF1, Ub-Rhodamine cleavage fluorescence; Potency, µM (top dose mostly 57.1 µM), for the others: top-dose activity change, negative = inhibition, hits mostly inhibitors; hit rate 0.23% among 390,000; AID 743255, 2014; also: potency is read from the fitted curve at half-maximal effect; % is scaled to controls: 0 for no effect and ±100 for the full control effect; nearly all actives have a fitted effect of over 60% in size; inactives centre near -12
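High-throughput fluorogenic screen: 1nM USP1/UAF1 complex, Ub-Rho substrate 150nM final, 50mM HEPES pH 7.8 with 0.5mM EDTA, 0.1 mg/ml BSA, 1mM TCEP and 0.01% Tween-20.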
D2 agonist: HTS Assay for Allosteric Agonists of the Human D2 Dopamine Receptor: Primary Screen for Agonists; D(2) dopamine receptor (Homo sapiens), P14416; HEK293 T-REx D2 cells, calcium flux agonist mode; activation, % at 2 µM; hit rate 0.53% among 340,000;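 active = activation over 3 SD above normal in the single-dose calcium agonist read, cut at about 30% in these data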; also: 0% is about no effect
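Calcium-flux readout, 1 cycle/sec over 180 s following compound pin transfer, in inducible HEK293 Trex D2 cells (force-coupled); dopamine controls included. Positive calcium responses during this window marked compounds as potential agonists.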
An asterisk follows results filed as active; ? = inconclusive; . = no result given; [ ] = another dose, or the depositor's remark. Unless noted, calls follow the shape of the dose curve; as a rule, active = well fitted inhibition curve with a large enough effect; inconclusive = small, poorly fitted or top-dose-only effect; inactive = no such curve, though single readings can be large or run the other way. A portion of the library; rates above refer to the full screens.

no.	SMILES	TrxR1 substrate	TrxR1 inh	TRHR enhancer	D2 antagonist	Pin1 inhibitor	D2 agonist	mIDH1 inhibitor	TRHR ag	USP1 inh
1	Fc1ccc(CSc2ccc3nnc(-c4ccccn4)n3n2)cc1	6%[57.1 µM]	22%[57.1 µM]	-1	-7	-6%	-0.5	1%	-0.7	?
2	COc1ccc(Br)cc1S(=O)(=O)n1ccnc1	1%	15%	-2	-1	4%	0.1	0%	0.3	1%
3	COc1ccccc1C(=O)NCCOc1ccc(C)c(C)c1	-8%	0%	-4	8	0%	-1.3	4%	-1.0	-1%
4	O=C(Nc1ccc(OCc2cc(=O)n3ccccc3n2)cc1)c1ccccc1Cl	-6%[57.1 µM]	0%[57.1 µM]	-4	.	-7%	1.1	-4%	0.4	5%
5	O=C(COC(=O)c1cccnc1Cl)NC(=O)c1ccc(OC(F)F)cc1	8%	17%	.	.	-2%	.	4%	.	-4%
6	CN(c1ccccc1)C(CNS(=O)(=O)c1ccccc1)c1ccccc1 (stereo not given)	0%	10%	12	.	1%	0.6	.	-1.0	-9%
7	COCc1cc(C)nc(NCCO)c1C#N	27%	10%	2	-15	-3%	0.7	-5%	-0.1	-16%
8	Cc1csc(SC(C)C(=O)NCc2ccc3c(c2)OCO3)n1 (stereo not given)	9%[57.1 µM]	-1%[57.1 µM]	-7	2	-1%	-0.1	4%	0.2	-7%
9	Cc1cc(NC(=O)Cc2ccccc2)cc(-c2nc3ccccc3o2)c1O	1%	18%	1	.	-4%	-0.5	-10%	1.9	-23%
10	COC(=O)c1ccc(C(=O)OC)c(NC(=O)CSc2cccc[n+]2[O-])c1	-2%	-21%	-1	-9	-1%	0.2	11%	-0.3	-23%
11	Cc1ccc(NC(=O)c2nc(S(C)(=O)=O)ncc2N(Cc2cccc(F)c2)Cc2ccco2)cc1C	-12%	-19%	1	.	?	.	-17%	-2.6	?
12	Cc1ccc(S(=O)(=O)NC(CC(C)C)C(=O)NCCCn2nc(C)cc2C)cc1 (stereo not given)	-5%	-9%	-1	11	-5%	-0.2	0%	0.3	-6%
13	CCOc1ccc(CC(=O)Nc2c3c(nn2C(C)(C)C)CS(=O)(=O)C3)cc1	4%	-4%	-6	-8	-5%	0.5	1%	-0.1	-9%
14	N/C(=N\OC(=O)N1CCOCC1)c1ccccc1	-5%	14%	2	-3	0%	0.0	1%	0.4	-17%
15	COc1cc(C2C3=C(CCCC3=O)Nc3c2c(C)nn3-c2cccc(C)c2)cc(OC)c1O (stereo not given)	2%	5%	-12	7	0%	6.1	9%	0.3	-24%

3 compounds out of the list above, arranged by their value in TrxR1 inh, highest first:
No. | Structure | TrxR1 substrate | TrxR1 inh | TRHR enhancer | D2 antagonist | Pin1 inhibitor | mIDH1 inhibitor | TRHR ag | USP1 inh
15 | COc1cc(C2C3=C(CCCC3=O)Nc3c2c(C)nn3-c2cccc(C)c2)cc(OC)c1O (stereo not given) | 2% | 5% | -12 | 7 | 0% | 9% | 0.3 | -24%
13 | CCOc1ccc(CC(=O)Nc2c3c(nn2C(C)(C)C)CS(=O)(=O)C3)cc1 | 4% | -4% | -6 | -8 | -5% | 1% | -0.1 | -9%
10 | COC(=O)c1ccc(C(=O)OC)c(NC(=O)CSc2cccc[n+]2[O-])c1 | -2% | -21% | -1 | -9 | -1% | 11% | -0.3 | -23%

Structural class, the entries above containing a Cl atom
no.	SMILES	TrxR1 substrate	TrxR1 inh	TRHR enhancer	D2 antagonist	Pin1 inhibitor	D2 agonist	mIDH1 inhibitor	TRHR ag	USP1 inh
4	O=C(Nc1ccc(OCc2cc(=O)n3ccccc3n2)cc1)c1ccccc1Cl	-6%[57.1 µM]	0%[57.1 µM]	-4	.	-7%	1.1	-4%	0.4	5%
5	O=C(COC(=O)c1cccnc1Cl)NC(=O)c1ccc(OC(F)F)cc1	8%	17%	.	.	-2%	.	4%	.	-4%

The main list resumes, starting four compounds before the break.
no.	SMILES	TrxR1 substrate	TrxR1 inh	TRHR enhancer	D2 antagonist	Pin1 inhibitor	D2 agonist	mIDH1 inhibitor	TRHR ag	USP1 inh
12	Cc1ccc(S(=O)(=O)NC(CC(C)C)C(=O)NCCCn2nc(C)cc2C)cc1 (stereo not given)	-5%	-9%	-1	11	-5%	-0.2	0%	0.3	-6%
13	CCOc1ccc(CC(=O)Nc2c3c(nn2C(C)(C)C)CS(=O)(=O)C3)cc1	4%	-4%	-6	-8	-5%	0.5	1%	-0.1	-9%
14	N/C(=N\OC(=O)N1CCOCC1)c1ccccc1	-5%	14%	2	-3	0%	0.0	1%	0.4	-17%
15	COc1cc(C2C3=C(CCCC3=O)Nc3c2c(C)nn3-c2cccc(C)c2)cc(OC)c1O (stereo not given)	2%	5%	-12	7	0%	6.1	9%	0.3	-24%
16	COc1ccc(C(=O)C2CCCN(Cc3cccn3-c3nccs3)C2)cc1OC (stereo not given)	9%	19%	0	-4	-5%	-0.5	0%	-0.2	-6%
17	O=C(NCc1ccccc1)N1CCN(c2ccc(F)cc2)CC1	0%	-2%	-5	10	4%	0.2	1%	-0.9	-19%
18	CCCCCCOc1ccc(C2C(=O)N(C3CCCCC3)CC(=O)N2CCC)cc1 (stereo not given)	2%[57.1 µM]	24%[57.1 µM]	5	.	-7%	0.3	0%	0.0	-22%
19	COc1ccc(C2CC(c3ccccc3)=NN2C(=O)COC(=O)c2cccc(S(=O)(=O)N3CCOCC3)c2)cc1 (stereo not given)	10%	10%	9	12	36%[activator]	1.3	0%	1.9	-4%
20	CCC(=O)N(C)C(c1ccccc1Cl)c1nnnn1-c1c(C)cccc1C (stereo not given)	-7%[57.1 µM]	-3%[57.1 µM]	14	13	?	0.5	4%	-0.5	-15%
21	NC(=O)c1ccccc1NC(=O)CN1CCCCCC1	-3%	18%	4	-1	9%	0.3	-6%	0.3	-15%
22	COc1ccccc1NC(=O)c1ccccc1S(=O)(=O)c1ccccc1[N+](=O)[O-]	-13%	-16%	1	4	4%	0.1	-3%	-1.5	-1%
23	CCOc1cc(C2c3c(oc4ccc(F)cc4c3=O)C(=O)N2Cc2ccco2)ccc1O (stereo not given)	-4%	-24%	-2	.	0%	0.1	-12%	0.2	-12%
24	Cc1cc(=O)n2[nH]c(C)c(-c3ccccc3)c2n1	13%	21%	7	6	-12%	3.0	6%	-0.6	-18%
25	CCOC(=O)C1(Cc2cccc(Cl)c2)CCCN(C(=O)c2cc(C)on2)C1 (stereo not given)	3%	8%	-3	-5	7%	-0.5	9%	-0.3	-5%
26	O=C(Nc1cc(Cl)ccc1F)C1=COCCO1	6%[57.1 µM]	13%[57.1 µM]	-3	5	0%	0.3	-4%	0.2	-17%
27	Cn1cc(-c2nnnn2-c2ccc(Cl)cc2)c(C(F)(F)F)n1	0%	5%	-1	7	-9%	0.3	2%	0.0	-5%
28	COc1ccc(CNCCCNCc2ccc(OC)c(OC)c2)cc1OC	-3%	17%	.	.	0%	.	-9%	.	-6%
29	Cc1ccc(-c2nc3n(n2)C(=O)CC(c2ccc(C)cc2)S3)cc1 (stereo not given)	2%	1%	2	.	-16%	-1.4	-5%	-0.3	-17%
30	Cc1ccc(NC(=O)CCC(=O)OCC(=O)c2ccc(Oc3ccc([N+](=O)[O-])cc3)cc2)c(C)c1	-8%	3%	-6	-4	0%	0.0	-3%	-0.6	-5%
31	CCc1cc2c(SCC(=O)C(C#N)=C3N(C)c4ccccc4N3C)ncnc2s1	-11%	5%[57.1 µM]	-1	-8	19%	-0.9	-1%	-0.4	-2%
32	O=C(c1ccc([N+](=O)[O-])cc1)N(C1=NCCCCS1)c1ccccc1	5%	27%	4	8	2%	1.1	2%	-0.2	-12%
33	COc1ccc(C2C=C(C)Nc3nc(SC)nn32)cc1 (stereo not given)	309%[activator]	-35%	1	6	0%	-1.0	-3%	0.1	-12%
34	CCc1c(C)c(C#N)c2nc3ccccc3n2c1Nc1c(C)n(C)n(-c2ccccc2)c1=O	2%[57.1 µM]	-8%[57.1 µM]	1	2	-1%	-0.6	-1%	-1.0	-17%
35	O=C(Nc1ccc(S(=O)(=O)N2CCCCC2)cc1)C1CC(=O)N(c2ccccc2)C1 (stereo not given)	8%[57.1 µM]	19%[57.1 µM]	-4	2	1%	0.7	-2%	0.4	-16%
36	Cc1nn(-c2ccc([N+](=O)[O-])cc2)c(N)c1-c1ccccc1	-16%	3%[57.1 µM]	-3	-8	17%	0.9	1%	0.0	-4%
37	COc1ccc(C(=O)COC(=O)C(CCSC)NS(=O)(=O)c2ccc(Cl)cc2)cc1 (stereo not given)	-12%	-4%	8	6	7%	1.0	3%	1.0	-15%
38	O=C(Nc1ccc(NC(=O)C2CC2)cn1)c1ccccc1	-3%	9%	1	36*	-8%	0.9	1%	-0.2	-26%
39	CCOC(=O)C(=CNc1cccc(C)c1C)C(=O)OCC	7%	?	10	-26	-4%	-1.6	3%	1.6	-11%
40	CCOc1ccccc1C(=O)N1CCCCC1C (stereo not given)	-5%	-7%	-1	-2	0%	-0.1	-3%	-0.5	-16%
